Bioassay records: PubChem, several laboratories
Platelet DG rel: platelet dense granule release activity; human platelet-rich plasma, SFLLRN dense granule ATP release, luminescence; inhibition, %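 (compounds screened at 7.5 µM in platelet-rich plasma)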; hit rate 0.22% among 300,000; AID 1663;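 active = mean replicate score, as percent of positive control, at or above 50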
PolyA inh: inhibitors of polyadenylation in S. cerevisiae; S. cerevisiae SKY197-pL101 polyadenylation reporter, beta-gal luminescence; efflux-impaired pdr1/pdr3 knockout yeast; score 100 = 6 SD above DMSO; calls only at 12 µM; hit rate 0.02% among 300,000;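 active = lowest replicate activity score at least 50, where 100 means six control SD above control mean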;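 note: yeast exposed to compound for 9 h at 30 °C; higher score means more reporter readthrough which indicates perturbed polyadenylation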
TRPC4 agonist: opens the mouse TRPC4 cation channel. Q9QUQ5. HEK293 TRPC4beta/mu-opioid, Fluo4 calcium fluorescence; active compounds read high. B-score at 10 µM. hit rate 0.49% among 310,000;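 active = B-score above 5 SD of library B-scores, and initial fluorescence ratio not above library mean plus 5 SD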;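 note: positive B-score marks a calcium rise read as TRPC4 activation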
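Incubation: 45 min room-temperature Fluo4 loading, 110 s read / System: HEK293 cells stably co-expressing mouse TRPC4beta and mu-opioid receptor / Signal: Fluo4 fluorescence, kinetic / Control set: buffer (low) and maximal DAMGO (high) / Measure: integrated baseline-normalised fluorescence ratio, converted to per-well B score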
Dyrk1A ADPGlo: blocks rat Dyrk1A kinase activity | inhibition, % at 12.5 µM | ADP-Glo luminescence, NFATc1 peptide | hit rate 0.43% among 310,000; in the data active = inhibition above about 50%;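 note: plate controls were vehicle with enzyme for no effect and no enzyme for full effect; many of its hits are not listed in these tables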
TRPC4 inh: inhibitors of mouse TRPC4 channel | B-score at 10 µM | HEK293 TRPC4beta/mu-opioid, DAMGO-evoked Fluo4 calcium flux; active compounds read low | AID 2247 | hit rate 0.39% among 300,000;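 active = B-score over 3 SD under the library average, no early fluorescence shift, positive overall ratio signal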
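Signal: kinetic Fluo4 fluorescence imaging of calcium influx. Material: stable TRPC4beta/mu-opioid receptor HEK293 cells. Probe or stimulus: DAMGO in two steps, submaximal then maximal.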
KCNQ1 inh: blocks the human KCNQ1 potassium channel; B-score at 10 µM; CHO-K1 KCNQ1, FluxOR thallium flux fluorescence; active compounds read high; hit rate 1.3% among 310,000;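 active = compounds whose thallium flux B-score, printed positive for inhibition, exceeds three library SD while starting fluorescence stays within three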;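 note: channel opened by potassium depolarization with thallium stimulus after 20 min compound exposure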
KCNQ1 act: potentiates or activates the human KCNQ1 potassium channel; P51787; CHO-K1 KCNQ1, thallium flux FluxOR fluorescence; active compounds read high; B-score at 10 µM; hit rate 0.35% among 310,000;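 active = fluorescence ratio B-score, a plate-corrected score, at least three library SD, with initial intensity B-score within 5 SD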
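Material: CHO-K1 cells stably expressing KCNQ1. Medium: assay buffer for compound exposure, DMSO matched across wells. Reagent: K+/Tl+ depolarizing stimulus. Compound dosing: single-concentration screen. Times: 37 °C overnight plating, 90-min dark dye load, 20-min compound pretreatment. Technique: FluxOR Tl+ flux fluorescence.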
KCNK9 block: blocks the human KCNK9 two-pore domain potassium channel; HEK293 KCNK9, FluxOR thallium flux fluorescence; active compounds read low; B-score at 10 µM; hit rate 1.2% among 310,000; AID 488922;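 active = ratio B-score over 3 SD below the library mean, with starting fluorescence within 5 SD of its mean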;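 note: negative B-score means less thallium flux so channel inhibition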
Target sequence (Q9NPC2 whole entry, looked up, the tested form may be a part): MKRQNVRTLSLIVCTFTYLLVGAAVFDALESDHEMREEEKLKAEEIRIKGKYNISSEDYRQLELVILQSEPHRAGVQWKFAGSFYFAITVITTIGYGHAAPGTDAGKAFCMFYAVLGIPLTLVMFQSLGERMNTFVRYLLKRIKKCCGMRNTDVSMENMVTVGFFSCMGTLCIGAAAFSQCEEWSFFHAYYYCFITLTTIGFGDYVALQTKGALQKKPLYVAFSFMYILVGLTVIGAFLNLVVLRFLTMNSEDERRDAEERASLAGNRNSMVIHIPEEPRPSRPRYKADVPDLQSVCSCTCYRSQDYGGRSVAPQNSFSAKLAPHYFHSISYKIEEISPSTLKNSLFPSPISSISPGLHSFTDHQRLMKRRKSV
TRPC4 potent: allosterically enhances the mouse TRPC4 cation channel; HEK293 TRPC4beta/mu-opioid, DAMGO EC20, Fluo-4 Ca2+ flux; active compounds read high; B-score at 10 µM; hit rate 0.42% among 310,000;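 active = B-score of calcium response area above 5 SD of library B-scores, with initial fluorescence ratio within 5 SD of library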;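 note: B-score of integrated fluorescence ratio over time as area under calcium response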
hERG protect: hERG (human) protection from proarrhythmic block | Q12809 | CHO-hERG, FluxOR thallium flux, dofetilide IC70 present | activation (rescue from dofetilide block), less the hit threshold, % at 10 µM | hit rate 0.51% among 310,000;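 active = activation above the mean of controls blocked by dofetilide plus 5 SD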;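 note: thallium influx through hERG after potassium depolarization seen as dye fluorescence rise; in these data hits start at about 4.7%; inactives centre near -7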
KCNK3 block: human KCNK3 channel inhibition, primary screen. CHO-KCNK3 thallium flux, FluxOR fluorescence; active compounds read low. B-score at 10 µM. hit rate 0.84% among 340,000. AID 602410;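 active = B-score under library mean minus 4 SD, starting fluorescence ratio at most library mean plus 5 SD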;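 note: more negative B-score means stronger inhibition of thallium flux through KCNK3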
Target sequence (O14649 whole entry, looked up): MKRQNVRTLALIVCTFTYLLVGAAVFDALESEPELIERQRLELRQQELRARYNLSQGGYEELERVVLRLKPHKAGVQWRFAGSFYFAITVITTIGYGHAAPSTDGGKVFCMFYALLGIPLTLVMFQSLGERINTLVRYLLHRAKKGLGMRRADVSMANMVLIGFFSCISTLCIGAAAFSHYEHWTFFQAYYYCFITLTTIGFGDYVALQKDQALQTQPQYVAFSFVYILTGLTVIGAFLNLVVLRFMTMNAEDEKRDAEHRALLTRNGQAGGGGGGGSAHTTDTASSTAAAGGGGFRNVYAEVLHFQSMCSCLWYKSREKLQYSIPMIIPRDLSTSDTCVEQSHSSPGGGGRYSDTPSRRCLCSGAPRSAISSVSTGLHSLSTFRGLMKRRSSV
* hit, by the source's call; i = inactive; · = no result given. Not all compounds are listed; rates above refer to the full screens.

SMILES	Platelet DG rel	PolyA inh	TRPC4 agonist	Dyrk1A ADPGlo	TRPC4 inh	KCNQ1 inh	KCNQ1 act	KCNK9 block	TRPC4 potent	hERG protect	KCNK3 block
Cc1ccc(S(=O)(=O)NCCSC(C)(C)C)cc1	-1	i	i	0	i	i	i	i	i	-17	i
CCO/C=C/C(O)(CNC(=O)COc1ccccc1F)C(F)(F)F (configuration not stated)	-2	i	i	-5	i	i	i	i	i	2	i
CCOc1ccccc1CNC(=O)C1CCN(c2nc3ccccc3o2)CC1	26	·	i	5	i	i	i	i	i	-9	i
CCOC(=O)CCNC(=O)N1CCCC(C(=O)c2cccc(Cl)c2)C1 (configuration not stated)	-1	i	i	1	i	i	i	i	i	-4	i
Cn1c(CCN2CCCC2)nc2cc(NS(=O)(=O)c3ccccc3)ccc21	-2	i	i	0	i	i	i	i	i	-10	i
O=C(c1n[nH]c(=O)c2ccccc12)N1CCN(c2ccccc2)CC1	-2	i	i	-15	i	i	i	i	i	0	i
Cc1ccc(N(C(=O)C(F)(F)F)C(C(=O)NC2CCCCC2)c2cccs2)cc1 (configuration not stated)	-2	i	i	-4	i	i	i	i	i	-9	i
CC(C)n1cc(NC(=O)c2cc(-c3ccccc3)on2)cn1	-2	i	i	-3	i	i	11*	i	i	-2	i
CCCCCN1CC(O)=C(c2ccccc2)C1=N	13	i	i	3	i	i	i	i	i	5.3*	i
O=C(O)/C=C/C(=O)N1CCc2ccccc21	4	i	i	-1	i	i	i	i	i	-5	i
CCC(=O)c1ccc(OCC(=O)OCC(=O)NCCCc2ccccc2)cc1	-3	i	i	-3	i	i	i	i	i	-12	i
CN1C(=O)c2ccccc2Sc2ccc(C(=O)O)cc21	-2	i	i	-1	i	i	i	i	i	-4	i
COc1ccc(NC(=O)C/C(C)=N/NC(=O)c2cccs2)c([N+](=O)[O-])c1	2	i	i	10	i	i	i	i	i	-6	i
CCNC(=S)Nc1ccccc1-c1ccccc1	-7	i	i	-9	i	i	i	i	i	-2	i
CCC(C)Nc1nc2c(c(=O)n(C)c(=O)n2C)n1C (configuration not stated)	4	i	i	11	i	i	i	i	i	-8	i
Cn1ccnc1C(O)(c1ccccc1)c1ccccc1	5	i	i	-8	i	i	i	i	i	-6	i
CC(C(=O)Nc1ccccc1Oc1ccccc1)c1ccccc1 (configuration not stated)	-3	i	i	-6	i	i	i	i	i	3	i
Cc1ccc(OCCn2c(=S)[nH]c3c(N)ncnc32)cc1	·	·	i	1	i	i	i	i	i	-6	i
c1ccc(C[C@H]2CN=C(Nc3ccccc3)N2CCCC2CCCC2)cc1	-2	i	i	-1	i	i	i	i	i	-20	i
CCOc1ccc(CNC(=O)c2nnc(CS(=O)(=O)c3ccccc3)o2)cc1OC	-15	i	i	0	i	i	i	i	i	-4	i
O=C(O)c1cccc(N2C(=O)c3cccc4c(Cl)ccc(c34)C2=O)c1	1	i	i	-8	i	i	i	i	i	-8	i
CC(C)c1c(O)cc(-c2ccncc2)n(-c2ccc(Cl)cc2)c1=O	-2	i	i	·	i	i	i	i	i	-11	i
Cc1cc(C)nc(Nc2n[nH]c(COc3ccc4ccccc4c3)n2)n1	-19	i	i	-3	i	i	i	i	i	-12	i
Nc1nonc1C(=O)NCCNc1ccc([N+](=O)[O-])cc1	-4	i	i	8	i	i	i	i	i	-12	i
COc1cccc(-c2nnc(NC(=O)c3cccc(F)c3)o2)c1	28	i	i	6	i	i	i	i	i	-8	i

More results follow:
SMILES	Platelet DG rel	PolyA inh	TRPC4 agonist	Dyrk1A ADPGlo	TRPC4 inh	KCNQ1 inh	KCNQ1 act	KCNK9 block	TRPC4 potent	hERG protect	KCNK3 block
C[C@@H]1C=C(C(=O)NCc2nc3ccccc3[nH]2)O[C@H](OCCCCO)C1	2	i	i	51*	i	i	i	i	i	-6	i
CCO[C@@H]1OC(C(=O)N2CCN(Cc3ccc4c(c3)OCO4)CC2)=C[C@H](c2ccc(Br)cc2)[C@H]1CCCO	-6	i	i	-1	i	i	i	i	i	-17	i
O=C(CSc1nnnn1C1CCCC1)N1CCOCC1	9	i	i	-3	i	i	i	i	i	-15	i
CCOc1ccc(Nc2nc(Cc3nnc(SCC(=O)c4ccc(C)cc4)o3)cs2)cc1	-14	i	i	3	i	i	i	i	30*	-12	i
CCOc1ccc(OCC)c(NC(=O)C2CCCN(c3nc(C)cc(C)n3)C2)c1 (configuration not stated)	-2	i	i	-1	i	i	i	i	i	-12	i
COc1ccc(F)cc1S(=O)(=O)n1nnc2ccccc21	-4	i	i	-4	i	i	i	i	i	-8	i
O=C(CC12CC3CC(CC(Br)(C3)C1)C2)NC1=NCCS1	7	i	i	-3	i	i	i	i	i	-3	i
O=C(NCc1ccc2c(c1)OCO2)c1ccccn1	9	i	i	-7	i	i	i	i	i	1	i
Cc1ccc(-c2ccc(S(=O)(=O)Nc3cccnc3)cc2)cc1	0	i	i	7	i	i	i	i	i	-8	i
CN1CCCN(C(=O)C2CCCCC2)CC1	3	i	i	-4	i	i	i	i	i	-3	i
Cc1ccc(S(=O)(=O)CCC(=O)OCC(=O)N2CC(=O)Nc3ccccc32)cc1	-4	i	i	-7	i	i	i	i	i	-17	i
CCOc1cccc(NC(=O)C2CC(=O)N(C)C2)c1 (configuration not stated)	-4	i	i	6	i	i	i	i	i	-1	i
CCOC(=O)/C(C#N)=C\c1ccc(N2CCN(C)CC2)cc1	-3	i	i	-7	i	i	i	i	i	-11	i
Cc1cc2cc(C(=O)N3CCc4c([nH]c5ccccc45)C3c3ccccn3)ccc2o1 (configuration not stated)	-6	i	i	5	i	i	i	i	i	-13	i
Cc1ccc(C(=O)NNC(=O)C2CSC3(C)CCC(=O)N23)cc1 (configuration not stated)	-7	i	i	14	i	i	i	i	24*	-9	i
CCOC(=O)C(Cc1ccccc1)NC(=O)CCc1nnc2ccc(N3CCCCC3)nn12 (configuration not stated)	-10	i	i	-1	i	i	i	i	i	-15	i
CN1C(=O)C(C)(C)c2cc(S(=O)(=O)NCC3CCC(C(=O)NCc4ccc(F)cc4)CC3)ccc21 (configuration not stated)	-9	i	i	-1	i	i	i	i	i	-5	i
CCOC(=O)N1CCN(C(=O)COc2ccc([N+](=O)[O-])cc2)CC1	12	i	i	-1	i	i	i	i	i	-6	i
Cc1ccc(NC(=O)c2cc(S(=O)(=O)N3CCOCC3)cn2C)c(C)c1	41	i	i	-1	i	i	i	i	i	-9	i
CCn1cc(CN2CCC(C(=O)Nc3cccc(-c4cccc(F)c4)c3)CC2)cn1	-2	i	i	8	i	i	i	i	i	-9	i
O=C(C1=NN[C@@H]2C(=O)N(c3cccc(C(F)(F)F)c3)C(=O)[C@H]12)C(c1ccccc1)c1ccccc1	-10	i	i	-2	i	i	i	i	i	-10	i
O=C(Cn1c(COc2ccccc2)nc2ccccc21)Nc1cc(Cl)c(Cl)cc1Cl	1	i	i	·	i	i	i	i	i	-10	·
CCOC(=O)C1CCCN(C(=O)c2cc3cc(Br)ccc3oc2=O)C1 (configuration not stated)	-5	i	i	·	i	i	i	i	i	-5	i
CC1CN2C(c3ccc(Cl)cc3)=CSC2=N1 (configuration not stated)	-1	i	i	-4	i	i	i	i	i	-9	i
Cc1cc(C)nc(Nc2ncc(O)n2-c2ccccc2)n1	-1	i	i	·	i	i	i	i	i	-5	i

Reprinted at random: seven compounds from above, in no set order.
SMILES	Platelet DG rel	PolyA inh	TRPC4 agonist	Dyrk1A ADPGlo	TRPC4 inh	KCNQ1 inh	KCNQ1 act	KCNK9 block	TRPC4 potent	hERG protect	KCNK3 block
Cc1ccc(N(C(=O)C(F)(F)F)C(C(=O)NC2CCCCC2)c2cccs2)cc1 (configuration not stated)	-2	i	i	-4	i	i	i	i	i	-9	i
CCOc1ccccc1CNC(=O)C1CCN(c2nc3ccccc3o2)CC1	26	·	i	5	i	i	i	i	i	-9	i
Cc1cc2cc(C(=O)N3CCc4c([nH]c5ccccc45)C3c3ccccn3)ccc2o1 (configuration not stated)	-6	i	i	5	i	i	i	i	i	-13	i
CCO[C@@H]1OC(C(=O)N2CCN(Cc3ccc4c(c3)OCO4)CC2)=C[C@H](c2ccc(Br)cc2)[C@H]1CCCO	-6	i	i	-1	i	i	i	i	i	-17	i
c1ccc(C[C@H]2CN=C(Nc3ccccc3)N2CCCC2CCCC2)cc1	-2	i	i	-1	i	i	i	i	i	-20	i
C[C@@H]1C=C(C(=O)NCc2nc3ccccc3[nH]2)O[C@H](OCCCCO)C1	2	i	i	51*	i	i	i	i	i	-6	i
Cc1ccc(S(=O)(=O)CCC(=O)OCC(=O)N2CC(=O)Nc3ccccc32)cc1	-4	i	i	-7	i	i	i	i	i	-17	i

(continued)
SMILES	Platelet DG rel	PolyA inh	TRPC4 agonist	Dyrk1A ADPGlo	TRPC4 inh	KCNQ1 inh	KCNQ1 act	KCNK9 block	TRPC4 potent	hERG protect	KCNK3 block
COc1ccc(CCN2CC(C(=O)NCc3cccc4[nH]ccc34)CCC2=O)cc1 (configuration not stated)	-11	i	i	-6	i	i	i	i	i	-7	i
Cc1cc(=O)oc2c1c(C)nn2-c1nn[nH]n1	2	i	i	1	i	i	i	i	i	-14	i
COCC(=O)NNC(=O)c1ccccc1OC	-5	i	i	-1	i	i	i	i	i	-4	i
O=C(Cc1ccccc1[N+](=O)[O-])OCC(=O)N1CCN(c2ccccc2)CC1	16	i	i	9	i	i	i	i	i	-14	i
Cc1ccc(NS(=O)(=O)c2ccc(OCC(=O)NCc3ccco3)cc2)cc1	9	i	i	-6	i	i	i	i	i	-11	i
COc1ccc(OC)c(NC(=O)C2CCCCC2C(=O)O)c1 (configuration not stated)	-1	i	i	-3	i	i	i	i	i	-6	i
CCOc1cc(-c2cc(-c3ccc(C)cc3)nc(N)c2C#N)ccc1O	1	i	i	-1	i	i	i	i	i	-10	i
COc1cccc(NC(=O)CSc2nn3c(=O)c(C)nnc3s2)c1	-3	i	i	-2	i	i	i	i	i	-9	i
CN(c1ccc(C(=O)O)cc1)S(=O)(=O)c1ccc(Cl)cc1	0	i	i	-1	i	i	i	i	i	-3	i
Cc1nn(Cc2ccccc2)c(=O)n1N(C)c1ncc(C(F)(F)F)cc1Cl	6	i	i	-1	i	i	i	i	i	-4	i
CCCCOC(=O)Nc1cccc(C(=O)OCC)c1	-6	i	i	6	i	i	i	i	i	-10	i
Cc1cccc(Oc2c(C=O)c3ccccc3n2C)c1	-1	i	i	1	i	i	i	i	i	0	i
